mcGAS MS inh = inhibitors of mouse cGAS | Q8C6L5 | recombinant mouse cGAS, cGAMP by RapidFire MS | inhibition, % at 12.5 µM | actives 0.18% (n = 130,000) | AID 1259397;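 active = inhibition of cGAS enzyme activity at or above 60%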;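 also: enzyme stimulated by 45 bp dsDNA with ATP and GTP substrates; cGAMP share of summed cGAMP plus half ATP and half GTP signals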
Target sequence (Q8C6L5 whole entry, looked up): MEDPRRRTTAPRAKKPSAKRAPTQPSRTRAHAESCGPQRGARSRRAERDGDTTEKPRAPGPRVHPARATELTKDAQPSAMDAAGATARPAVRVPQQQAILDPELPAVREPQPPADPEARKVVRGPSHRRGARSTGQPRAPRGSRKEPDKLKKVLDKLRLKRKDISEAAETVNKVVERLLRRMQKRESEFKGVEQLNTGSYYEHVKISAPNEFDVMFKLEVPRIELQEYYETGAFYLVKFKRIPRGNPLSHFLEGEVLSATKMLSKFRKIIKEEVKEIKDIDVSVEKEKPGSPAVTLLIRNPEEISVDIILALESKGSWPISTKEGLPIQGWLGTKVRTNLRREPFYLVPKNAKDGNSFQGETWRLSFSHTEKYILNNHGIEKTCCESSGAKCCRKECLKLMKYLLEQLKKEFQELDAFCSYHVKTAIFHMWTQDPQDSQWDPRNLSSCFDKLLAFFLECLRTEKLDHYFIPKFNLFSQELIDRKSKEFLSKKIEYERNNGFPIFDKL
* = called active by the depositor; & = joins results of further samples. An excerpt. The share of hits here may be higher or lower than overall.

SMILES	mcGAS MS inh
CCc1nc2cc(NC(=O)C3(C)CCCN(C(C)C)C3)ccc2o1 (centres undefined)	-7
O=C(C=Cc1c(F)cccc1Cl)N1CCN(S(=O)(=O)c2ccccc2)CC1	-3
Oc1ccc(N=Nc2ccc3ncsc3c2)c2cccnc12	-8
CCC(=O)N1CCCC1C(=O)N(Cc1ccc(SC)cc1)C1CC1 (centres undefined)	-10
CC1CCCC(C)N1 (centres undefined)	5
COc1ccc(C(=O)Nn2cnc3c(cnn3-c3ccc(C)c(C)c3)c2=O)cc1OC	-4
O=C(NC1C2COCC1CN(Cc1ccc3c(c1)OCO3)C2)c1ccc2ncccc2c1 (centres undefined)	-7
CC(C)CCNS(=O)(=O)c1cc(Br)ccc1Br	-3
COc1ccc(-c2n[nH]c(CNC(=O)c3scnc3C)n2)cc1	-1
Cc1nc(NC(=O)CN2CCCCCCC2)sc1C	-2
Cn1c(=NN=Cc2ccccc2I)sc2ccccc21	-5
N[C@@H](Cc1cc(I)c(Oc2ccc(O)c(I)c2)c(I)c1)C(=O)O	-5&0
O=C(c1cccc(N2C(=O)CCS2(=O)=O)c1)N1CCOCC1	-2
CC(C)(O)C#Cc1ccc(C(=O)N2CCCC(CNS(=O)(=O)c3cccs3)C2)o1 (centres undefined)	-5
CCn1ncnc1CN1CCC(CNC(=O)c2ccc(C)nc2)C1 (centres undefined)	13
O=C(CN1CCN(c2ccccc2)CC1)NCCc1c[nH]c2ccccc12	-1
NC(=O)c1ccc(NC(=O)CSc2nnc3ccccn23)cc1	-2
Cc1ccc(C)c2c(C)c(C(=O)N3CCN(C)C(C(=O)O)C3)[nH]c12 (centres undefined)	4
O=C(NC1CCOc2ccccc21)C1CCN(C(=O)NCc2ccco2)CC1 (centres undefined)	-25
COc1cccc(C2CCc3nc(C(=O)O)cn3C2)c1 (centres undefined)	-3
COc1ccc(CCN2CC(NC(=O)NCc3ccccc3)CC2=O)cc1 (centres undefined)	-12
CC1(C)CN(C(=O)NCCc2cccnc2)CCS1	-6
CCCn1c(=O)c2c(nc3n2CCCN3CCc2ccccc2)n(C)c1=O	-12
Nc1ccc(Oc2cccc(F)c2)c2ccncc12	-2
CNc1cc(-c2cccc(C(=O)N(C)C)c2)ncn1	-3
Cc1ccsc1-c1cn(CCCN2CCCC(C(N)=O)C2)nn1 (centres undefined)	-14
Cc1cc2c(c(=O)[nH]1)C(=O)O/C2=C\c1cc2c(cc1Br)OCO2	-4
O=C(C1CCCCC1)N1CCCC1C1CCNCC1 (centres undefined)	-6
CC1C(=O)N(CC(=O)NC(C)(C)C)C(=O)N1c1ccc(F)cc1 (centres undefined)	6
O=c1c2cnc3nc(-c4ccccc4)nn3c2ccn1Cc1cccnc1	-16
Cc1nc(C(=O)N2CCC(CCC(=O)N3CCC(Cc4ccccc4)CC3)CC2)cs1	-2
CN(CC(=O)Nc1ccc(F)cc1)C(=O)C12CC3CC(CC(C3)C1)C2	-22
COc1ccc(CCN(C)C2CCCN(C(=O)c3ccccn3)C2)cc1OC (centres undefined)	-3
CCN(CC)Cn1nc(Nc2cccc(Br)c2)sc1=S	21
CN(CCCN1c2ccccc2CCc2ccccc21)S(=O)(=O)c1ccc(F)cc1	12
O=c1[nH]c(CN2CCCC2)nc2c(Br)cc(Br)cc12	16
Nc1cc(-c2ccccc2CO)nc(N2CCCC2)n1	-17
CC1Sc2ccc(S(C)(=O)=O)cc2N(Cc2ccc3oc4ccccc4c3c2)C1=O (centres undefined)	15
Cc1nc(CNC(=O)NCC(c2cccc(F)c2)N2CCOCC2)cs1 (centres undefined)	-2
CC(=O)c1ccc(Sc2ccc(F)cc2)c(F)c1	-2
Cc1c[nH]c(C(=O)N2CCC(=O)N(Cc3ccc(F)cc3)C(C(C)C)C2)c1 (centres undefined)	-8
Cc1noc(C)c1-n1c(CCCN2CCOCC2)n[nH]c1=O	3
CC1CCCCN1C1CN(CCOCc2ccccc2)C1 (centres undefined)	-14
N#Cc1cccc(CNC(=O)N2CCCC3CCCC32)c1 (centres undefined)	-16
O=C(N=Nc1c(O)[nH]c2ccccc12)Nc1ccccc1	-4

Ordered by SMILES length (lowest first): some entries from above
SMILES	mcGAS MS inh
CC1CCCCN1C1CN(CCOCc2ccccc2)C1 (centres undefined)	-14
CCN(CC)Cn1nc(Nc2cccc(Br)c2)sc1=S	21
O=C(N=Nc1c(O)[nH]c2ccccc12)Nc1ccccc1	-4
Cc1nc(CNC(=O)NCC(c2cccc(F)c2)N2CCOCC2)cs1 (centres undefined)	-2
CC1Sc2ccc(S(C)(=O)=O)cc2N(Cc2ccc3oc4ccccc4c3c2)C1=O (centres undefined)	15
Cc1c[nH]c(C(=O)N2CCC(=O)N(Cc3ccc(F)cc3)C(C(C)C)C2)c1 (centres undefined)	-8

Other entries follow:
SMILES	mcGAS MS inh
O=c1c2c3nc4ccccc4nc3n(Cc3ccc4c(c3)OCO4)c2ncn1Cc1ccco1	-7
O=C(Cn1ccccc1=O)NC1=NCCS1	-9
O=C(N[C@@H]1c2ccccc2C2(CCNCC2)[C@H]1O)c1cn2ccsc2n1	-13
O=C(CSc1n[nH]c(=O)n1C1CC1)NC1CCCC1	-1
CCn1ncc(C(=O)NCCOc2cccc3ccc(C)nc23)c1C	-9
CSCC(=O)N1CCC(CCC(=O)Nc2ccc(F)c(Cl)c2)CC1	-1
O=S(=O)(Nc1ccc2c(c1)-c1ccccc1C2)c1ccc(F)cc1	5
CNC(=O)C(C)CN(C)C(=O)Nc1cc(-c2ccccc2)ns1 (centres undefined)	-5
O=C(Cc1ccc2c(c1)OCO2)N1CCCC2(C1)C(=O)Nc1ccccc12 (centres undefined)	-2
Cn1c(SCc2nnc(-c3ccco3)o2)nc2ccccc21	-8
Cc1onc(-c2ccccc2Cl)c1C(=O)Nc1ccccc1C(N)=O	-6
COc1ccc(O)c(-c2cc(C(F)(F)C(F)F)nc(-c3ccccc3)n2)c1	-17
CCOc1cc(C2NC(=O)c3nn(CC)cc3N2)c(Br)cc1O (centres undefined)	-5
CN(C)C(=O)c1cncc(N2CCC3(CCNCC3)CC2)n1	-5
Cc1nn(CC(=O)N2CCCCC2)c(C)c1[N+](=O)[O-]	-1
c1nc(NC2CCCCCC2)c2cc[nH]c2n1	5
Cc1nn2c(nnc3c(=O)n(-c4ccc(F)cc4)ccc32)c1-c1ccc(Cl)cc1	-3
CC(=O)c1ccc(CN(C)Cc2cccc3cnccc23)cc1	-10
CS(=O)(=O)CCCS(=O)(=O)NCc1ccn2ccnc2c1	3
CN1CCN(N=C2C(=O)Nc3c(Cl)cc(Cl)cc32)CC1	-8
Cc1cnc(C(=O)NCCc2ccccc2C)cn1	-16
O=C(Nn1cnc2ccccc21)c1ccccc1SC1CCS(=O)(=O)C1 (centres undefined)	-1
Cc1c(C)n(Cc2ccco2)c2ncnc(Nc3ccccc3O)c12	-6
O=S1(=O)NC(=NCCCc2ccccc2)c2ccccc21	-10
COc1ccc(/C=C/c2cccc[n+]2C)c(OC)c1OC	-10
CCCc1nc(C(=O)NCc2nnc(-c3ccccc3)o2)cs1	-30
CCN1C(=O)/C(=c2\sc3n(c2=O)C(c2cccs2)C(C(=O)OC)=C(C)N=3)c2ccccc21 (centres undefined)	-7
O=C1OCCN1c1cccc(CNS(=O)(=O)c2cc(Cl)ccc2Cl)c1	-4
CC(C)c1ccc(NC(=O)CC2CC3(CCNCC3)c3ccccc32)cc1 (centres undefined)	-6
O=S(=O)(CCN1CCc2cncnc2C1)C(F)(F)F	19
Cc1ccc(CNS(=O)(=O)CCN2C(=O)NC(C)(C)C2=O)cc1	-5
CC(=O)NCc1ccc(S(=O)(=O)Nc2cc3c(cc2Cl)OCCCO3)s1	4
O=C(N1CCc2nnc(CCc3ccccc3)n2CC1)C1(C(F)(F)F)CC1	5
Cc1cc2nc(N(Cc3cccnc3)C(=O)c3cc(C)n(C)n3)sc2cc1C	-3
CCc1ccc2nc(CC(=O)c3ccc(C)s3)[nH]c(=O)c2c1	-3
O=C(CCc1ccccc1O)N1CCC2(CC1)Nc1ccccc1C(=O)N2Cc1ccccc1	2
C=CCSc1nc2c(c(=O)[nH]1)C(c1cccs1)C(C(=O)OCC)=C(C)N2 (centres undefined)	-2
Cc1ccccc1NC(=O)CC(=O)N1CCCC(c2nc3ccccc3s2)C1 (centres undefined)	-16
COc1ccccc1NC1CC(=O)N(c2cccc(Cl)c2C)C1=O (centres undefined)	-9
CCOC(=O)c1c(NC(=O)C(C)(C)C)sc2c1CCC2	-1
O=C([C@H]1CCCO1)N1CCc2nnc(CCc3ccccc3)n2CC1	-18
COCCOc1ccccc1C(=O)N1CCN(C2CCCCNC2=O)CC1 (centres undefined)	-12
Cc1sc(=O)n(CCC(=O)N2CCOCC2C#N)c1C (centres undefined)	-1
COc1cc(=O)n(-c2ccccc2C)nc1C(=O)NCc1ccccc1	-29
CC(C)C1CN(C(=O)c2ccon2)CCCN1CC1CC1 (centres undefined)	-11
Cn1c(=S)[nH]c2cc(C(=O)NC3CCCc4occc43)ccc2c1=O (centres undefined)	6
Cc1nc(NCCNC(=O)c2ccc3c(c2)OCO3)cc(N2CCOCC2)n1	-5
Cc1cccc(N(C)C(=O)c2cc(F)cc(Br)c2)n1	-16
NC(=O)CN(CC(=O)Nc1cccc(Cl)c1Cl)c1ccccc1	-7
COC(=O)Nc1ccc(S(=O)(=O)ON=C2C=CC(=O)C=C2C)cc1	-6
CCOC(=O)N1CC(=Cc2ccsc2)C(=O)C(=Cc2ccsc2)C1	-7
COc1cc(C)ccc1S(=O)(=O)NC(=O)C1(C)CCN1C(=O)C1CCCCC1 (centres undefined)	-9
CC(Sc1nnnn1C1CCCCC1)C(=O)N1CCc2ccccc21 (centres undefined)	4
O=C(c1cccc(-n2cnnc2)c1)N1CCc2onc(-c3cccc(F)c3)c2C1	-37
Cc1cc(C)c(NC(=O)c2cc(C)nc3c2cnn3C(C)C)c(C)c1	2
Cc1nc(CN)cc(N2[C@@H]3CC[C@H]2CC(O)C3)n1 (some centres undefined)	-17
O=C(Cc1cccs1)NC1CCN(CC2CCCCC2)CC1	-3
O=C(c1cn2cccnc2n1)N1CCOC(c2ccc(Cl)c(Cl)c2)C1 (centres undefined)	-7
CC1CC(C)CN(c2nnc(SCC(=O)NC3CC3)n2Cc2ccco2)C1 (centres undefined)	-7
O=C(C1CCCN(S(=O)(=O)c2ccc(F)cc2)C1)N1CC=C(c2ccccc2)CC1 (centres undefined)	0

Next part:
SMILES	mcGAS MS inh
CCC(CC(=O)NCC(=O)Nc1cn[nH]c1)c1ccccc1 (centres undefined)	-6
CCc1nc2c(c(=O)c3ccccc3n2C)c(=O)n1CCc1ccccc1	-5
O=C(Cn1nnnc1CN1CCCCCC1)NCc1ccc(N2CCOCC2)cc1	-8&3
CC(C)C(O)CNC(=O)c1ccccc1OCC1CC1 (centres undefined)	-1
Cc1oc2c(c1C(=O)NC1CCC(n3cnnc3)CC1)C(=O)CCC2 (centres undefined)	-47
CCOC(=O)NC1CCN(CC)CC1	-1
Cc1ccc(-c2ccc(N3CCCN(C(=O)CN(CC4CCCO4)C(=O)NC(C)C)CC3)nn2)cc1 (centres undefined)	-13
Cn1nnc2c(NCC3CCCO3)ncnc21 (centres undefined)	-16
COC(C)(C)CC(C)NC(=O)N(C)C(C)C1CC1 (centres undefined)	4
O=S(N1CCc2ccccc2C1)C12CC3CC(CC(C3)C1)C2 (centres undefined)	-2
CC(C)c1nc2cc(NC(=O)CN3C(=O)c4ccccc4C3=O)ccc2o1	6
COc1ccc2nc(C=Cc3ccsc3)cc(Cl)c2c1	5
O=S1(=O)CCC(NCc2ccccc2)C1 (centres undefined)	-22
Cn1nccc1C(=O)NC1CCCN(C2CCCCCC2)C1 (centres undefined)	-14
CCc1nc(C)c(C(=O)N2CCOC(c3ccc(Cl)c(Cl)c3)C2)o1 (centres undefined)	-3

A second format for part of the listing above.
> COc1ccc(CCN(C)C2CCCN(C(=O)c3ccccn3)C2)cc1OC (centres undefined)
  mcGAS MS inh = -3
> Cc1nc(C(=O)N2CCC(CCC(=O)N3CCC(Cc4ccccc4)CC3)CC2)cs1
  mcGAS MS inh = -2
> Cc1nc(CNC(=O)NCC(c2cccc(F)c2)N2CCOCC2)cs1 (centres undefined)
  mcGAS MS inh = -2
> O=C(CCc1ccccc1O)N1CCC2(CC1)Nc1ccccc1C(=O)N2Cc1ccccc1
  mcGAS MS inh = 2

Next part:
SMILES	mcGAS MS inh
O=C(c1ccc2nsnc2c1)N1CCCC(c2nnc(-c3ccccc3F)s2)C1 (centres undefined)	-5
COc1ccc(C(C)=O)cc1CC(=O)NC1CCN(Cc2ccc(Cl)cc2)CC1	0
CCCCCC(C)NC(=O)C1C2C=CC(O2)C1C(=O)O (centres undefined)	-33
Cc1[nH]nc(N)c1-c1ccccc1	-4
COc1ccc(C(=O)Oc2ccc(/C=C3/C(=N)N4N=C(C(F)(F)F)SC4=NC3=O)cc2)cc1	5
O=C(Nc1ccccc1)c1cc2n(n1)CCN(C(=O)c1cnoc1C1CC1)C2	-16
CN1CCN(c2ccc(-c3nc(Cc4ccccc4)no3)cn2)CC1=O	-7
CCOc1ccc(S(=O)(=O)N2CCCCC2)cc1NC(=O)CCc1ccco1	-10
Clc1ccc(C2=C3CCCCn4c(-c5ccccc5)c[n+](c43)C2)cc1	50
CC1=C(C#N)C(=O)N(CCO)C(=O)C1CN1CCCCC1 (centres undefined)	-13
CCCc1cc(C(=O)N2CC(c3ccncc3)C2)ccn1	-7
NC(=O)c1ccccc1NC(=O)Cn1ncccc1=O	-1
NC(=O)c1c(NC(=O)Cn2cc(C(F)(F)F)cc(Cl)c2=O)sc2c1CCC2	-1
C=CC[C@@H]1CC=C[C@@H](C)N1C(=O)c1cnc2sc(C)c(C)n2c1=O	-12
O=C(c1ccc2oc(CCCc3ccccc3)nc2c1)N1CCCCO1	-12
Cc1nsc(NC(=O)N2CCN(C3CCCC3)C(=O)C2)n1	-6
CCOC(=O)C1CCN(Cn2nc(-c3ccccc3C)oc2=S)CC1	4
c1ccc(C2SC3CCCCC3S2)cc1 (centres undefined)	-5

In a second layout: entries from further up.
mcGAS MS inh | SMILES
-12 | C=CC[C@@H]1CC=C[C@@H](C)N1C(=O)c1cnc2sc(C)c(C)n2c1=O
-12 | O=C(c1ccc2oc(CCCc3ccccc3)nc2c1)N1CCCCO1
-6 | Cc1nsc(NC(=O)N2CCN(C3CCCC3)C(=O)C2)n1
